High-throughput results deposited in PubChem BioAssay by several laboratories.
AI-2 QS modul: modulators of Vibrio harveyi AI-2 quorum sensing system. activity change, % at 7.5 µM. Vibrio harveyi JMH597 AI-2 luminescence/OD600 ratio, 9 h; hits give low values; strain lacks LuxN and CqsS sensors; 0 = neutral-control median. 300,000 compounds, 0.4% hits; in the data active means activity change below about -75%, passing the limit was not always enough;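 further: luminescence divided by OD600 gain over 9 h not by final OD600 alone; inactives centre near 13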
GSK3 alpha inh: human GSK-3 alpha kinase inhibition. 320,000 compounds, 0.1% hits. AID 2650. ADP-Glo luminescence, 60 min. inhibition, % at 10 µM;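 in the data active means inhibition above about 50%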;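 further: GST-tagged GSK-3 alpha with peptide substrate and 25 µM ATP; 0% = DMSO neutral wells and 100% = GW8510 positive control wells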
Target sequence (P49840 whole entry, looked up): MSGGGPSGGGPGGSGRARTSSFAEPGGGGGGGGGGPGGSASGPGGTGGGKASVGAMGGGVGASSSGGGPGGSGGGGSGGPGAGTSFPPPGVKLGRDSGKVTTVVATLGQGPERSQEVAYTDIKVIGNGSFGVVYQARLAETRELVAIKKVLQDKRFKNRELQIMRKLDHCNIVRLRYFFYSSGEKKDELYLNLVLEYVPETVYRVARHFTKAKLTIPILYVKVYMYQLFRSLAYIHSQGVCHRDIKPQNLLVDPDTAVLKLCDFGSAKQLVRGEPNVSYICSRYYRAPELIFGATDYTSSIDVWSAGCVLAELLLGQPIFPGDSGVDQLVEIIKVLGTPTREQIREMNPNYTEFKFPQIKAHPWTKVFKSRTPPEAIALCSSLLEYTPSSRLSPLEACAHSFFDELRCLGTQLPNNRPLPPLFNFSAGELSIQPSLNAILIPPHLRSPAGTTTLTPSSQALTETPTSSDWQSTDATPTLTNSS
HSF1 inhib: HSF1 inhibition. 300,000 compounds, 0.77% hits. NIH3T3-HGL HSE-luciferase, MG132-induced, luminescence 8 h; hits give low values. activity change, negative = inhibition, % at 7.5 µM (by protocol);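 active means more than half of replicate wells show activity change below -50%, luminescence cut by over half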;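 further: luciferase reports HSF-1 transcriptional activity via heat shock element; 0% = median of DMSO wells and -100% = zero luminescence signal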
IEC-6 tox: IEC-6 cytotoxicity, counter-screen for KLF5 inhibitors; luminescence viability; inhibition, % at 5 µM; 290,000 compounds, 0.78% hits; in the data active means inhibition above about 22%;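 further: 0% = plate median of test compound wells and 100% = cytotoxic reference compound wells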
aSyn UTR inh: MLPCN primary screen, SNCA 5' untranslated region. alpha-synuclein 5'UTR reporter, inhibitor activity. inhibition, % (tested at 7.5 µM). 300,000 compounds, 0.82% hits. AID 1813; in the data active means inhibition above about 60%;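 further: H4 neuroglioblastoma cells stably carrying SNCA 5'UTR luciferase fusion; 0% = DMSO wells and 100% = positive control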
KLF5 inhibitor: suppresses KLF5 promoter-driven expression | DLD-1 KLF5 promoter-luciferase reporter, luminescence | inhibition, % at 5 µM | 290,000 compounds, 0.23% hits | AID 1700;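 active means inhibition above a per-plate limit of that plate's mean compound inhibition plus 3 SD, cut at about 60% in these data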;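 further: 0% = DMSO wells and 100% = LY294002 at 200 µM; higher means less KLF5 promoter-driven luciferase light; inactives centre near -14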
PolyA inh: inhibitors of polyadenylation in S. cerevisiae. AID 1875. calls only at 12 µM. S. cerevisiae SKY197-pL101 polyadenylation reporter, beta-gal luminescence; efflux-impaired pdr1/pdr3 knockout yeast; score 100 = 6 SD above DMSO. 300,000 compounds, 0.02% hits;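 active means lowest replicate activity score at least 50, where 100 means six control SD above control mean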;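 further: yeast exposed to compound for 9 h at 30 °C; higher score means more reporter readthrough which indicates perturbed polyadenylation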
HSP90 refold inh: blocks HSP90-mediated luciferase refolding in reticulocyte lysate | Rabbit reticulocyte lysate, luciferase refolding luminescence, 3 h | inhibition, % at 5.6 µM | 290,000 compounds, 0.91% hits;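 active means inhibition above the screen-wide mean plus 3 SD, computed separately per campaign, cut at about 16% in these data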;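 further: 0% = DMSO wells and 100% = 60 µM geldanamycin wells; inhibitors lower the luminescence because luciferase stays unfolded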
HSF-1 act: increases HSF-1 driven luciferase reporter signal. NIH3T3-HGL HSF-1 luciferase reporter, MG132, 8 h; 100% = twice DMSO control signal. activation, % at 9 µM. 300,000 compounds, 1.7% hits. AID 504408;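 active means mean replicate activation of at least 50% with a set share of replicates each reaching 50%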;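 further: 0% = median of the neutral control wells and 100% = twice that signal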
GSK3beta inhib: blocks human GSK3beta kinase activity. P49841. GST-GSK3beta kinase, ADP-Glo luminescence, 60 min; hits give low values. activity score (negative = inhibition), % at 10 µM. 300,000 compounds, 0.038% hits;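 active means more than half of replicate wells score below -50%, meaning over 50% inhibition versus plate controls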;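 further: 0% = median DMSO wells and -100% = median GW8510 positive control wells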
Target sequence (P49841 whole entry, looked up): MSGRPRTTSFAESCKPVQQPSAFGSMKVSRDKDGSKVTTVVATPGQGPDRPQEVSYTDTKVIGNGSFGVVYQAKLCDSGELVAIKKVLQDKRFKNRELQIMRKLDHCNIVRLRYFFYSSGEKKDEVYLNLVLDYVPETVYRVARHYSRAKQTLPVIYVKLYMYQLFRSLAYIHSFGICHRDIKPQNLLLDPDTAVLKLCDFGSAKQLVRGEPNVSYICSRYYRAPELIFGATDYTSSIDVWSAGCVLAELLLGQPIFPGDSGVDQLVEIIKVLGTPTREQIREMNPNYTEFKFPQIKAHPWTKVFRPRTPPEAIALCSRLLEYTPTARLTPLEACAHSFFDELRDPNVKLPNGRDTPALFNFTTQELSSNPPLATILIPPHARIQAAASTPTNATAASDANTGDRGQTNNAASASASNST
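Test system: GST-fused GSK3beta enzyme, cell-free | Quantity: 1.6 ng GST-GSK3beta enzyme per well | Reagent: 25 µM ATP with peptide substrate | Schedule: 60 min enzyme reaction, room temperature | Signal: Luminescent ADP-Glo measurement of ADP formed | Read-out basis: Score relative to plate controls | Control set: DMSO and 20 µM GW8510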
The depositor's hits bear a star; i = inactive; . = no result given. The list is partial (hit frequency here may not be typical).

SMILES	AI-2 QS modul	GSK3 alpha inh	HSF1 inhib	IEC-6 tox	aSyn UTR inh	KLF5 inhibitor	PolyA inh	HSP90 refold inh	HSF-1 act	GSK3beta inhib
COc1ccc(Cl)cc1NC(=O)c1cc(-c2ccccc2)on1	-8	11	-3	0	26	-14	i	-2	20	2
COc1ccc(-c2nc3cc([N+](=O)[O-])ccc3o2)cc1	25	-1	37	1	-231	-59	i	2	59*	1
Cc1ccc(-c2nc(N)c3c(-c4ccc(C)cc4)nn(C(C)(C)C)c3n2)cc1	16	-1	1	-3	-30	14	i	-3	20	1
C=CCN1C(=O)CSc2ccc(C(=O)NC3CCCCC3)cc21	8	3	1	-4	17	-11	i	-2	2	-7
COCCCNC(=O)C(=O)Nc1cc2c3c(c1)CCN3C(=O)CC2	4	-1	7	6	-8	-20	i	1	13	-2
COc1ccccc1C(=O)NCCn1cc(SCC(=O)Nc2nnc(C)s2)c2ccccc21	3	1	-3	-5	-22	-19	i	5	3	-2
OC(COc1ccc(Br)cc1)CN1CCC(Cc2ccccc2)CC1 (stereo unspecified)	11	-1	1	0	18	-22	i	0	17	-2
Cc1cccc2sc(N(CCCN(C)C)C(=O)c3ccco3)nc12	5	2	2	-1	-37	-2	i	-1	18	-7
O=C(NCc1ccccc1)NC1(C(=O)N2CCCC2)CCCCC1	.	1	.	-10	.	-1	.	-1	.	.
Nc1c(N(CCC2=CCCCC2)C(=O)C2CC2)c(=O)[nH]c(=O)n1Cc1ccccc1	4	-2	-1	-4	9	-32	i	-2	-1	1
CC1CCN(CC(=O)Nc2ccc(Cl)cc2[N+](=O)[O-])CC1	-1	4	4	2	-6	-50	i	0	11	1
Cc1ccc2[nH]c(=O)c(C(c3nnnn3C(C)(C)C)N(Cc3ccco3)CC3CCCO3)cc2c1 (stereo unspecified)	7	0	-1	3	12	-20	i	0	-3	-3
Cc1noc(NS(=O)(=O)c2ccc(NC(=O)CCn3c(=O)oc4ccccc43)cc2)c1C	-18	-2	2	3	-3	-20	i	3	2	2
COc1ccc(/C(C)=N/Nc2nc3ccccc3nc2C)cc1	21	2	-2	-2	-67	-16	i	-3	9	0
Cc1ccc(C(c2nnnn2C2CCCCC2)N2CCc3ccccc32)cc1 (stereo unspecified)	25	-1	20	-4	-13	13	i	3	23	4
O=C1CCCN2N=C(SCC(=O)Nc3ccc(Br)cc3)SC2=N1	16	-1	76	-1	11	-9	i	-4	112*	0
COCCn1c(COc2ccc(OC)cc2)nc2ccccc21	19	1	3	-6	-82	-16	i	-3	-17	-4
CC1CC(C)CN(C(=O)COC(=O)c2nn(C)c(=O)c3ccccc23)C1 (stereo unspecified)	14	-4	6	.	-2	.	i	.	12	2
Cc1nn(C)cc1C(C(=O)NC1CCCCC1)N(Cc1ccccc1Cl)C(=O)c1cnccn1 (stereo unspecified)	21	0	3	0	0	-22	i	1	12	6
CSCCC(NS(=O)(=O)c1ccc2c(c1)oc(=O)n2C)C(=O)NC1CCCCC1 (stereo unspecified)	8	0	-10	-1	7	8	i	-1	-6	4
C=C(C)Cn1c(N2CCN(c3ccc(OC)cc3)CC2)nc2c1c(=O)n(C)c(=O)n2C	7	1	3	5	15	9	i	1	-8	-1
CC(C)CCC1=NN(C(=O)c2ccco2)C(O)(C(F)(F)F)C1 (stereo unspecified)	12	-2	-2	6	13	4	i	6	1	4
O=C(c1ccccc1)N1CCN(c2ccc([N+](=O)[O-])c(N3CCOCC3)c2)CC1	3	.	-4	2	12	4	i	-3	-4	-2
CC(C)=CCN1CCN(Cc2cccc3nccnc23)CC1CCO (stereo unspecified)	12	0	-1	2	3	-27	i	-3	-5	1
COc1cc(C(Nc2ccc(S(=O)(=O)N3CCC(C)CC3)cc2)C(=O)NCC2CCCO2)cc(OC)c1OC (stereo unspecified)	24	.	-5	-2	22	-3	i	-3	-1	-1
CCOc1ccc(C2C(C#N)=C(N)Oc3cc(C)n(CCN(C)C)c(=O)c32)cc1OCC (stereo unspecified)	4	-1	-3	-2	-14	-12	i	-1	5	1
NC(=O)CC(NC(=O)Cc1cccc2ccccc12)c1ccc(NC2CCC2)c([N+](=O)[O-])c1 (stereo unspecified)	21	0	3	.	17	.	i	.	-1	-7
O=C(c1cc(F)cc2c1OCOC2)N1CCN(c2ccc(F)cc2)CC1	19	2	3	-1	0	18	i	3	6	3
CC(N1CCOC1=O)S(=O)(=O)c1ccccc1 (stereo unspecified)	30	-4	-76*	2	15	-22	i	3	-81	-4
CS(=O)(=O)N(CC(=O)NCc1cccnc1)Cc1ccc(Cl)cc1	-3	-1	-4	-4	-13	-3	i	0	-16	6
CCc1cc2c(SCc3nc4sc(C(C)=O)c(C)c4c(=O)[nH]3)ncnc2s1	39	4	4	-4	0	-26	i	-5	32	0
CC(OC(=O)c1ccc(Cl)c(S(=O)(=O)N2CCCC2)c1)C(=O)NC1CCCCC1C (stereo unspecified)	-3	-1	1	-2	-2	6	i	2	-8	-1
CN1CCN(c2nc(-c3ccccc3)c3cc(Cl)ccc3n2)CC1	26	3	-7	0	1	-2	i	1	9	0
COC1c2ccccc2C(=O)N1Cc1ccc(F)cc1 (stereo unspecified)	9	-1	-6	-4	-1	-9	i	4	-5	-1
CCOc1ccc(/C=C2\SC(=O)N(c3ccc(O)cc3)C2=O)cc1OC	5	-1	1	7	-15	-19	i	4	11	-2
COC(=O)C/C=C/[C@@H](C)[C@@H](/C=N/OC[C@@H](C)[C@H](OCc1ccccc1)C(C)C)NS(=O)(=O)c1ccc(C)cc1	20	0	4	6	26	-11	i	-4	5	6

Laid out differently: 2 of the compounds above
| smiles | AI-2 QS modul | GSK3 alpha inh | HSF1 inhib | IEC-6 tox | aSyn UTR inh | KLF5 inhibitor | PolyA inh | HSP90 refold inh | HSF-1 act | GSK3beta inhib |
| --- | --- | --- | --- | --- | --- | --- | --- | --- | --- | --- |
| COc1cc(C(Nc2ccc(S(=O)(=O)N3CCC(C)CC3)cc2)C(=O)NCC2CCCO2)cc(OC)c1OC (stereo unspecified) | 24 | . | -5 | -2 | 22 | -3 | i | -3 | -1 | -1 |
| O=C(c1cc(F)cc2c1OCOC2)N1CCN(c2ccc(F)cc2)CC1 | 19 | 2 | 3 | -1 | 0 | 18 | i | 3 | 6 | 3 |

(listing goes on)
SMILES	AI-2 QS modul	GSK3 alpha inh	HSF1 inhib	IEC-6 tox	aSyn UTR inh	KLF5 inhibitor	PolyA inh	HSP90 refold inh	HSF-1 act	GSK3beta inhib
Cc1[nH]ccc(=O)c1OCc1ccccc1	18	-1	-7	0	12	-18	i	4	3	-4
C=CCn1c(SCn2nnc3ccccc3c2=O)nnc1-c1ccc(Cl)cc1	33	2	15	-2	13	-47	i	0	8	-3
Cc1ccc2c(c1)nc(NCCO)n2C	-9	-1	2	1	-26	13	i	-2	-2	1
O=C(O)c1cccc(Nc2ncnc3ccccc23)c1	48	0	4	-9	-2	-12	i	4	-15	0
O=C1CCCc2ccccc2N1Cc1ccc(Cl)cc1Cl	9	1	7	-6	13	3	i	1	7	-1
Cc1ccc(NC(=O)c2cc(C)nc3ccccc23)cc1	17	-1	7	4	-8	-44	i	5	14	-1
COC(=O)[C@H](NC(=O)c1cc(-c2ccccc2)nc2ccccc12)c1ccccc1	3	-1	6	.	8	.	i	.	7	6
COc1ccc(NC(=O)CC(c2ccco2)C(C)C)cc1 (stereo unspecified)	11	-3	1	2	-11	2	i	4	7	0
Cc1ccc(SCC(=O)NC2CC2)cc1	26	-1	3	-5	-19	-16	i	-4	4	1
Cc1ccc(SCc2cc(=O)[nH]c(/N=C(\N)Nc3ccccc3Sc3ccccc3)n2)cc1	20	-1	1	0	8	8	i	2	-3	-1
O=C(NCCS(=O)(=O)N1CCN(c2ccccc2)CC1)c1cccs1	3	-2	-5	.	0	.	i	.	-12	1
O=C(NCc1ccc[n+](CCCCS(=O)(=O)[O-])c1)c1ccc(OC(F)F)cc1	-8	-1	12	0	28	-32	i	-1	27	-4
COc1ccc(-c2cc(C(=O)N3CCN(c4ccccc4O)CC3)c3ccccc3n2)cc1OC	32	-2	-3	8	1	-22	i	-2	8	1
COc1ccc(-c2[nH]ncc2CN(CCO)Cc2cccs2)c(F)c1	16	1	5	2	16	7	i	1	1	0
CNC(=O)Nc1ccc(S(N)(=O)=O)cc1	9	-3	-3	-1	-4	6	i	3	20	5
O=C1c2cccc3cc([N+](=O)[O-])cc(c23)C(=O)N1CC1CCCO1 (stereo unspecified)	9	-2	0	1	-17	-11	i	-6	-8	0
NS(=O)(=O)c1ccc(NC(=O)COc2cccc3ccccc23)cc1	26	1	6	-4	6	-33	i	-1	8	1
CC(C)(C)NC(=O)N1CCCN(c2ccc(C(F)(F)F)cn2)CC1	10	-1	1	0	-4	-3	i	1	-7	1
COC(=O)c1ccc(C2/C(=C(\O)c3ccc4c(c3)OCCO4)C(=O)C(=O)N2CCCN(C)C)cc1 (stereo unspecified)	-8	-5	-9	-5	13	3	i	-3	-13	0
CC1(C)Nc2ccccc2C(=O)N1NS(=O)(=O)c1ccccc1	18	0	-4	0	10	5	i	-6	7	2

Of the compounds above, 8 have a Cl atom.
SMILES	AI-2 QS modul	GSK3 alpha inh	HSF1 inhib	IEC-6 tox	aSyn UTR inh	KLF5 inhibitor	PolyA inh	HSP90 refold inh	HSF-1 act	GSK3beta inhib
COc1ccc(Cl)cc1NC(=O)c1cc(-c2ccccc2)on1	-8	11	-3	0	26	-14	i	-2	20	2
CC1CCN(CC(=O)Nc2ccc(Cl)cc2[N+](=O)[O-])CC1	-1	4	4	2	-6	-50	i	0	11	1
Cc1nn(C)cc1C(C(=O)NC1CCCCC1)N(Cc1ccccc1Cl)C(=O)c1cnccn1 (stereo unspecified)	21	0	3	0	0	-22	i	1	12	6
CS(=O)(=O)N(CC(=O)NCc1cccnc1)Cc1ccc(Cl)cc1	-3	-1	-4	-4	-13	-3	i	0	-16	6
CC(OC(=O)c1ccc(Cl)c(S(=O)(=O)N2CCCC2)c1)C(=O)NC1CCCCC1C (stereo unspecified)	-3	-1	1	-2	-2	6	i	2	-8	-1
CN1CCN(c2nc(-c3ccccc3)c3cc(Cl)ccc3n2)CC1	26	3	-7	0	1	-2	i	1	9	0
C=CCn1c(SCn2nnc3ccccc3c2=O)nnc1-c1ccc(Cl)cc1	33	2	15	-2	13	-47	i	0	8	-3
O=C1CCCc2ccccc2N1Cc1ccc(Cl)cc1Cl	9	1	7	-6	13	3	i	1	7	-1
